NRP1-CendR mod: NRP-1/CendR interaction modulation; actives 0.85% (n = 360,000); inhibition, % at 25 µM; FAM-RPARPAR peptide binding to NRP-1, fluorescence polarization; O14786;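 active = inhibition or corrected inhibition above about 18%, plus a signal ratio from 0.5 to 1.5, limit read from the data, passing the limit was not always enough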; also: strong numbers were not always called active
MsrA act: bovine methionine sulfoxide reductase A activation. activation, % at 10.6 µM. purified bovine MsrA, absorbance read-out. actives 0.3% (n = 360,000); in the data active = activation above about 7.5%;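 also: 0% = vehicle and 100% = reference activator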
PABP1 MLLE inh: blocks PAM2 peptide binding to the PABP1 MLLE domain; actives 0.36% (n = 360,000); GST-MLLE / FITC-PAM2 fluorescence polarization; AID 588489; inhibition, % at 20 µM; in the data active = inhibition above about 35%, passing the limit was not always enough;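 also: plate controls were DMSO wells with GST-MLLE for no effect and wells lacking GST-MLLE protein for full effect; some results filed as inactive read as strong as hits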
Target sequence (P11940 whole entry, looked up, the tested form may be a part): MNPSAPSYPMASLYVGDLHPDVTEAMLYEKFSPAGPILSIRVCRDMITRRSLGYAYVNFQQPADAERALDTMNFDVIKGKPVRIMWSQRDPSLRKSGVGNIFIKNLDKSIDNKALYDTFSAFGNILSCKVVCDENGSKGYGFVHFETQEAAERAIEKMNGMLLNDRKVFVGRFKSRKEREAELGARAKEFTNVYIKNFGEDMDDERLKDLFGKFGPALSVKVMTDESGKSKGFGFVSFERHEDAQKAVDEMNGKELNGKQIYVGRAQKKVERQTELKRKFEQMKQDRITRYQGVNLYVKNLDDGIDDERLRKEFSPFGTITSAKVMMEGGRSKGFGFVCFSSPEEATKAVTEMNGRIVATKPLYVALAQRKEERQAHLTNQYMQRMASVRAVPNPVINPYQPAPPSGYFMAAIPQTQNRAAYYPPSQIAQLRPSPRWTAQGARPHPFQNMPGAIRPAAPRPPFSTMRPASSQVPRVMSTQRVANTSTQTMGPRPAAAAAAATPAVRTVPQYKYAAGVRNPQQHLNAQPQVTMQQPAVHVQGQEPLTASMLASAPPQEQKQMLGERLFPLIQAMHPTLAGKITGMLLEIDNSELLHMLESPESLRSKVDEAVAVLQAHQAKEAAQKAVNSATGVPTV
eLon inh: inhibits E. coli Lon protease | inhibition, % at 7.94 µM | actives 0.42% (n = 360,000) | purified E. coli Lon protease, fluorescence polarization | P0A9M0; in the data active = inhibition above about 13%, passing the limit was not always enough;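 also: 0% = enzyme with probe and DMSO and 100% = no enzyme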
TbMetRS inhib: Trypanosoma brucei MetRS inhibition; purified T. brucei MetRS, ATP depletion, Kinase-Glo luminescence; inhibition, % at 11.9 µM; actives 0.4% (n = 360,000); AID 624268;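 active = inhibition above a per-plate cutoff of the control wells' mean inhibition plus 3 SD, cut at about 5.5% in these data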;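 also: 0% = DMSO wells median and 100% = median of wells with control inhibitor compound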
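Material – parasite MetRS enzyme · Medium – HEPES-MgCl2-KCl buffer plus DTT, spermine, BSA, pyrophosphatase · Reagent – ATP, methionine and E. coli bulk tRNA substrates · Times – 15 min enzyme-compound preincubation, 2 h reaction, 10 min detection, 25 °C · Measured by – luminescence of leftover ATP · Evaluation – percent inhibition relative to median high and low control wells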
MT1-MMP act inh: blocks activation of human MT1-MMP; P50281; HT1080 RFP-PRO-GFP cells, GFP/RFP ratio fluorescence, overnight; percent of plate control window, DMSO zero; GFP/RFP ratio change, % at 20 µM; actives 0.061% (n = 360,000);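 active = GFP/RFP ratio change of at least 30% with cell ATP level not reduced by more than half and red fluorescence within 50% of control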; also: strong numbers were not always called active
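Material: RFP-PRO-GFP reporter HT1080 cells. Dosing: single-point 20 µM compound, 1% DMSO. Controls: DMSO and RFP-L50D-GFP cell wells. Timing: cells overnight before dosing, compound overnight, 37 °C, 5% CO2. Measure: GFP/RFP fluorescence ratio.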
FAS TE block: FAS thioesterase (human) inhibition. P49327. recombinant FAS-TE, OMFH fluorogenic substrate, fluorescence endpoint. inhibition, % at 15 µM. actives 0.67% (n = 360,000);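 active = compounds whose normalised, plate-corrected inhibition of enzyme fluorescence in the single-dose primary screen is 50% or more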;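 also: 0% = DMSO with enzyme and 100% = substrate without enzyme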
MsrA inh: bovine MsrA inhibition; inhibition, % at 15.5 µM; purified bovine MsrA, absorbance read-out; AID 651718; actives 0.75% (n = 360,000); in the data active = inhibition above about 4.5%;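 also: 0% = vehicle wells with enzyme and 100% = reference inhibitor wells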
SKN-1 block: inhibitors of C. elegans SKN-1; AID 624304; inhibition, % at 21.8 µM; actives 0.49% (n = 360,000); C. elegans VP596 Pgst-4::GFP/RFP ratio, acrylamide-induced, 24 h;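 active = interference check ratio from 0.5 to 1.5 plus GFP to RFP signal ratio inhibition reaching or exceeding a fixed threshold, cut at about 30% in these data, passing the limit was not always enough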; also: some compounds called inactive have numbers as strong as hits
Numbers without * were called inactive; nt = no result given; & = joins results of further samples.

| Compound | NRP1-CendR mod | MsrA act | PABP1 MLLE inh | eLon inh | TbMetRS inhib | MT1-MMP act inh | FAS TE block | MsrA inh | SKN-1 block |
| --- | --- | --- | --- | --- | --- | --- | --- | --- | --- |
| Cc1ccc(N2C(=O)Nc3cc(Cl)c(Cl)cc3N2O)cc1Cl | -4 | 0 | -11 | -7 | -0.4 | 0 | 31 | 0.2 | -6 |
| O=C(COc1ccccc1)Nc1c(C(=O)N2CCC(N3CCCCC3)CC2)oc2ccccc12 | -8 | -1 | -5 | -1 | 0.3 | -1 | -6 | 1.1 | -9 |
| O=C1C=C(c2ccccc2Oc2ccccc2)C[C@@H](c2ccc3c(c2)OCO3)C1 | 19 | -1 | -4 | -6 | -0.3 | -8 | 40 | -0.2 | 20 |
| COc1ccc(N2CCN(C(=O)CCCOc3cc(=O)n(C)c4ccccc34)CC2)cc1 | -3 | -4 | 6 | -3 | -0.6 | 7 | -4 | 1.0 | 6 |
| COc1ccc(Nc2ccnc3ccccc23)cc1 | 0 | -14 | -7 | 4 | -1.1 | -6 | -2 | 1.0 | -21 |
| CN(C)/C=N/S(=O)(=O)c1ccc(Cl)c(Cl)c1 | 1 | -6 | 6 | -2 | -0.7 | 5 | -4 | -0.7 | -7 |
| O=c1[nH]c(CSc2ncc(C(F)(F)F)cc2Cl)nc2cc(C(F)(F)F)ccc12 | -12 | 1 | -25 | 9 | -0.4 | -25 | 2 | -0.3 | 9 |
| CC(=O)c1sc(NC(=O)CCCOc2ccccc2C)nc1C | 14 | -12 | 4 | 4 | -0.8 | 3 | -6 | -0.1 | 4 |
| CC(=O)c1cc(CN2CCN(Cc3ccc(C)cc3)C(CCO)C2)cs1 (stereo not given) | -2 | -2 | -5 | -4 | 0.0 | 3 | -6 | -0.1 | 6 |
| COc1ccc(C)cc1NC(=O)CNC(c1ccccc1)c1ccccc1 | 3 | -2 | -4 | -4 | -0.5 | -2 | 25 | -0.1 | 23 |
| C[N+]1(C2CCC3CCC2C3O)CCCC1 (stereo not given) | 2 | -1 | -95 | 9 | -0.1 | -3 | -9 | -1.9 | 5 |
| CCOc1ccc2[nH]c(C(=O)N/N=C/c3cccc(OC)c3OC)cc2c1 | -6 | -5 | 7 | -3 | -1.3 | -2 | 6 | 5.2* | 20 |
| Nc1nc(CSc2nnnn2-c2ccccc2)nc(N2CCCc3ccccc32)n1 | -5 | -1 | 16 | 3 | -0.2 | -5 | 21 | -0.4 | 25 |
| Cc1c(Cl)cccc1NC(=S)NCCCN(C)C | 10 | -3 | 15 | -4 | -0.1 | 6 | -9 | -1.6 | -6 |
| Oc1ccc(Nc2nc(-c3cccnc3)cs2)cc1 | 14 | -4 | 3 | 6 | -0.3 | 4 | -1 | nt | -5 |
| CC(=O)c1cc(-c2ccccc2)n(CC(=O)N2CCC(C)CC2)c1C | 9 | -11 | -6 | 2 | -1.2 | 0 | -3 | nt | 9 |
| Cc1nc2ccc(S(=O)(=O)NCC(=O)N3CCN(c4ccccn4)CC3)cc2s1 | 4 | 0 | 8 | 0 | 0.2 | -1 | -4 | 1.0 | 15 |
| Cn1c(NCc2ccccc2)nc2c1c(=O)n(Cc1ccc(Br)cc1)c(=O)n2C | 7 | 0 | -7 | 2 | -0.3 | 2 | 17 | 0.1 | 16 |
| COc1cccc(C(NC(C)=O)c2nc(-c3ccccc3OC)cs2)c1 (stereo not given) | 1 | -2 | -2 | -6 | -0.2 | 0 | 3 | 0.9 | 8 |
| CC1(C)CC(NC(=O)C2CCCCC2)CC(C)(C)N1 | 3 | -4 | -6 | -4 | -0.9 | 0 | -6 | -0.5 | 5 |
| CCCCn1ccnc1C(=O)c1cccc(S(=O)(=O)N2CC(C)CC(C)C2)c1 (stereo not given) | -9 | -7 | 9 | 1 | -1.4 | -8 | 20 | 0.0 | 13 |
| CCN(CC)S(=O)(=O)c1ccc(N2CCOCC2)c(NC(=O)c2ccc(OC)c([N+](=O)[O-])c2)c1 | -1 | -3 | -18 | -7 | 2.6 | -1 | 20 | -1.3 | 3 |
| Cc1ccc(NS(=O)(=O)c2ccc(C(=O)NCCCN3CCOCC3)cc2)cc1 | -13 | -2 | 11 | 6 | -0.5 | 2 | -7 | 1.2 | 19 |
| COc1ccc(CSc2nnc(C)s2)cc1F | -14 | -2 | -10 | 0 | 0.0 | 3 | -4 | 1.4 | 6 |

The results go on.
SMILES | NRP1-CendR mod | MsrA act | PABP1 MLLE inh | eLon inh | TbMetRS inhib | MT1-MMP act inh | FAS TE block | MsrA inh | SKN-1 block
Fc1ccc(N2CCN(C(c3cccs3)c3nnnn3C3CCCC3)CC2)cc1 (stereo not given) | -3 | -3 | -6 | -2 | -0.6 | -5 | 22 | -0.8 | 7
Cc1ccc(-c2nc3ccccc3c(=O)n2CCN2CCOCC2)cc1 | 1 | 0 | -4 | -13 | -1.0 | -5 | -10 | 0.1 | 7
CN(C)S(=O)(=O)c1ccc2c(c1)C(=O)c1cc(S(=O)(=O)N(C)C)ccc1CC2 | -4 | -1 | 3 | -2 | -0.3 | 8 | 79* | -0.4 | 12
O=C(Nc1ccc2c(c1)OCCO2)C1CC(O)CN1C(=O)Nc1ccccc1 (stereo not given) | 4 | -5 | 3 | 11 | -0.9 | -1 | -4 | -0.6 | -10
CC(C)CCNC(=O)c1onc(CSc2ccc(F)c(F)c2)c1C(=O)NCCC(C)C | 20 | -1 | 16 | 1 | -0.3 | -8 | 22 | -0.6 | 2
COc1ccc(Cl)cc1S(=O)(=O)N1CCC(C(=O)NCC2CCCO2)CC1 (stereo not given) | 4 | -2 | 1 | -13 | -0.2 | -1 | -6 | -1.6 | -6
Cc1c(N=C2Nc3cccc4cccc2c34)c(=O)n(-c2ccccc2)n1C | 142&88 | 1&-2 | -124&-116 | -62&-91 | 0.0&0.4 | -24&-38 | -86&-47 | 0.5&-0.6 | 3&17
COc1cc(OC)c(OC)cc1CN(C)CC1CCCN(CCc2ccccc2F)C1 (stereo not given) | 17 | -5 | 1 | 6 | -1.2 | 2 | -2 | -0.6 | 12
C/C(=N\NC(=O)c1nn(C)c(C)c1Br)c1cccc(NC(=O)c2ccc(F)cc2)c1 | 3 | -1 | -4 | 14 | -0.3 | -1 | -2 | 0.8 | 13
O=C(NC1=NCCS1)c1ccc(OCC2CCCO2)cc1 (stereo not given) | 6 | 0 | 12 | -4 | 0.9 | -1 | -5 | -2.4 | -2
COc1ccc(-n2nc(C(=O)NCC(=O)N3CCN(c4ccccn4)CC3)c3ccccc3c2=O)cc1Cl | -4 | -1 | 2 | -1 | -0.2 | 5 | 19 | -1.6 | 6
O=C(CCCSc1nc2ccccc2[nH]1)Nc1ccccc1 | 17 | -12 | -8 | -3 | 1.1 | 13 | -6 | 0.0 | -3
Cc1cc(C)c2[nH]c(=O)c(C(c3nnnn3Cc3ccc4c(c3)OCO4)N3CCC(C)CC3)cc2c1 (stereo not given) | -14 | -3 | -1 | -5 | -0.5 | 1 | 3 | 1.1 | 2
CC(C)CN1CC(C)C(=O)NC1=S (stereo not given) | 12 | -2 | 8 | -4 | 0.2 | 2 | -9 | -0.3 | 11
CN1CCN(P(=O)(c2ccccc2)c2nc3ccccc3s2)CC1 (stereo not given) | -4 | -6 | 10 | -2 | -0.5 | -1 | -7 | 0.6 | 2
O=C(Nc1cccc(S(=O)(=O)N2CCCC2)c1)c1ccccc1OC(F)F | 13 | -6 | -52 | -1 | -0.5 | -2 | 4 | 1.2 | 5
COc1ccc(C(=O)N/C(=C\c2ccccc2)C(=O)Nc2ccccc2C(=O)O)cc1 | -1 | -4 | -9 | -23 | -0.6 | 0 | 10 | 0.6 | -2
CCOC(=O)[C@@H]1[C@H]2COc3ccc(Br)cc3[C@@H]2N2C(=O)N(c3ccc(OC)cc3)C(=O)[C@]12C | 7 | -3 | -18 | 4 | -0.3 | -2 | 32 | nt | 21
Cc1cc2nc(CCN3CCOCC3)n(S(=O)(=O)c3ccc(C(C)(C)C)cc3)c2cc1C | -9 | 4 | 1 | -8 | -0.3 | -13 | 13 | -0.7 | 3
COCCNC(=O)[C@H]1N2C(=O)c3ccccc3C2SC1(C)C (stereo not given in full) | 4 | -1 | 7 | 5 | -0.1 | -3 | -6 | -0.2 | 7

Three successive compounds out of the list so far, for reference:
SMILES | NRP1-CendR mod | MsrA act | PABP1 MLLE inh | eLon inh | TbMetRS inhib | MT1-MMP act inh | FAS TE block | MsrA inh | SKN-1 block
CCN(CC)S(=O)(=O)c1ccc(N2CCOCC2)c(NC(=O)c2ccc(OC)c([N+](=O)[O-])c2)c1 | -1 | -3 | -18 | -7 | 2.6 | -1 | 20 | -1.3 | 3
Cc1ccc(NS(=O)(=O)c2ccc(C(=O)NCCCN3CCOCC3)cc2)cc1 | -13 | -2 | 11 | 6 | -0.5 | 2 | -7 | 1.2 | 19
COc1ccc(CSc2nnc(C)s2)cc1F | -14 | -2 | -10 | 0 | 0.0 | 3 | -4 | 1.4 | 6

(next part)
SMILES | NRP1-CendR mod | MsrA act | PABP1 MLLE inh | eLon inh | TbMetRS inhib | MT1-MMP act inh | FAS TE block | MsrA inh | SKN-1 block
CCCn1c(O)c(C=Nc2ccccc2)sc1=S | -12 | -5 | 7 | -4 | -0.3 | 0 | 14 | 0.0 | 14
C#CCOCCOCCOCCNc1nc(N2CCN(C(=O)CCCCCCCCCCNC(=O)[C@@H](CCC(=O)O)n3cc(CCCCCN)nn3)CC2)nc(N2CCN(C(=O)CCCCCCCCCCNC(=O)[C@H]([C@@H](C)CC)n3cc(CCCCCN)nn3)CC2)n1 | -1 | 4 | -1 | -5 | -0.3 | 24 | -12 | nt | 7
O=C(CSc1nnnn1C1CC1)Nc1ccc(S(=O)(=O)N2CCOCC2)cc1 | 9 | -4 | -13 | -1 | -0.6 | 1 | -6 | -0.9 | 1
Cc1ccc(C(=O)NCC(=O)N2CCN(S(=O)(=O)c3cccs3)CC2)s1 | 3 | -2 | 14 | 0 | -0.2 | -1 | -2 | 0.2 | 10
C=CCOc1ccc(CNn2nnnc2N)cc1 | -1 | 0 | -6 | -14 | 0.0 | 3 | 0 | -0.2 | 4
CCOc1ccccc1N(CC)C(=O)c1ccc2c(=O)n3c(nc2c1)CCCCC3 | 14 | -11 | 0 | 21* | -0.8 | -6 | 57* | -0.2 | 6
Cc1nc2cc(-c3cccc(F)c3)nn2c(C)c1CCC(=O)N1CCN(c2ccccn2)CC1 | 0 | -6 | 4 | -5 | -0.9 | 2 | 2 | -1.3 | 7

Some values from above.
Entry of Cc1ccc(C(=O)NCC(=O)N2CCN(S(=O)(=O)c3cccs3)CC2)s1 in MsrA inh: 0.2
Entry of C=CCOc1ccc(CNn2nnnc2N)cc1 in eLon inh: -14
Entry of CCCn1c(O)c(C=Nc2ccccc2)sc1=S in MsrA inh: 0.0
